# LYPLA1 inh = LYPLA1 (human) inhibition in PME1 counter-screen; recombinant LYPLA1, FP-Rh probe fluorescence polarization; inhibition, % at 5.9 µM; 0.16% of 320,000 active; AID 2174;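 active = inhibition above the mean of all tested compounds plus 3 SD, set per campaign, cut at about 14% in these data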;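 also: inhibitors block serine hydrolase probe labeling of LYPLA1 so polarization falls; 0% = enzyme with DMSO and 100% = wells lacking LYPLA1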
# PREPL inhibitor = human PREPL enzyme inhibition; Q4J6C6; recombinant PREPL, fluorescence polarization activity-based probe; inhibition, % at 5.96 µM; 0.68% of 320,000 active; AID 2751; in the data active = inhibition above about 43%;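 also: 0% = enzyme with DMSO and 100% = wells lacking enzyme; many of its hits are not listed in these tables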
# PAFAH1B3 inh = inhibitors of human PAFAH1B3; recombinant PAFAH1B3, FP-rhodamine probe, fluorescence polarization; inhibition, % at 3.39 µM; 0.28% of 340,000 active; Q15102;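 active = inhibition above the screen-wide average of all tested compounds plus 3 SD, cut at about 25% in these data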;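 also: 0% = enzyme with DMSO only and 100% = wells lacking PAFAH1B3 protein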
# Target sequence (Q15102 whole entry, looked up): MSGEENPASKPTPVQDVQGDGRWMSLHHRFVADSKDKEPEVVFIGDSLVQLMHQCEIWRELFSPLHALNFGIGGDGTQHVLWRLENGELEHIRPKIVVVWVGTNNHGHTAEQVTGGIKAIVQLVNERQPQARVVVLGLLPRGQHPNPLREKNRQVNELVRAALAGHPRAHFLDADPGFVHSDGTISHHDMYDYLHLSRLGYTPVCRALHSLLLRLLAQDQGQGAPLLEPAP
# EBNA-1 inhibitor = blocks EBNA-1 binding to DNA. 0.34% of 300,000 active. EBNA-1 DNA binding, fluorescence polarization. inhibition, % at 14.8 µM; in the data active = inhibition above about 28%
# LYPLA2 inh = counter-screen for PME1 inhibitors: inhibitors of human LYPLA2; 0.38% of 320,000 active; inhibition, % at 5.9 µM; recombinant LYPLA2, FP-Rh probe fluorescence polarization; O95372; AID 2177;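 active = inhibition above the screen-wide mean plus 3 SD, limit set per campaign, cut at about 26% in these data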;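 also: 0% = LYPLA2 with DMSO and 100% = wells lacking LYPLA2 enzyme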
# GSTO1 counter = GSTO1 inhibition, counter-screen for RBBP9 inhibitors | P78417 | recombinant GSTO1, activity-based probe fluorescence polarization | inhibition, % at 5.96 µM | 1.1% of 300,000 active;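 active = inhibition above the campaign mean inhibition plus 3 SD, cut at about 35% in these data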;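 also: 0% = GSTO1-1 with DMSO and 100% = wells lacking GSTO1-1 enzyme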
# PAFAH2 inh = PAFAH2 (human) inhibition; Q99487; recombinant PAFAH2, FP-rhodamine activity probe, fluorescence polarization; inhibition, % at 3.39 µM; 0.99% of 340,000 active; AID 492956;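 active = inhibition above the mean over all tested compounds plus 3 SD, cut at about 30% in these data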;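 also: inhibitors block probe labeling of enzyme so polarization drops; 0% = enzyme with DMSO and 100% = wells lacking PAFAH2 protein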
# ZTA counter = counter-screen for EBNA-1 inhibitors: inhibitors of Epstein-Barr virus ZTA. inhibition, % at 11 µM. 0.15% of 320,000 active. P03206. ZTA-DNA binding, fluorescence polarization; in the data active = inhibition above about 33%
# PAD4 FP inh = inhibitors of human PAD4. Q9UM07. recombinant PAD4, RCA probe fluorescence polarization. inhibition, % at 6.36 µM. 0.41% of 330,000 active;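 active = percent inhibition above a cutoff equal to the mean of all tested compounds plus 3 SD, cut at about 15% in these data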;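 also: 0% = PAD4 with RCA probe and DMSO and 100% = probe without PAD4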
# Target sequence (Q9UM07 whole entry, looked up): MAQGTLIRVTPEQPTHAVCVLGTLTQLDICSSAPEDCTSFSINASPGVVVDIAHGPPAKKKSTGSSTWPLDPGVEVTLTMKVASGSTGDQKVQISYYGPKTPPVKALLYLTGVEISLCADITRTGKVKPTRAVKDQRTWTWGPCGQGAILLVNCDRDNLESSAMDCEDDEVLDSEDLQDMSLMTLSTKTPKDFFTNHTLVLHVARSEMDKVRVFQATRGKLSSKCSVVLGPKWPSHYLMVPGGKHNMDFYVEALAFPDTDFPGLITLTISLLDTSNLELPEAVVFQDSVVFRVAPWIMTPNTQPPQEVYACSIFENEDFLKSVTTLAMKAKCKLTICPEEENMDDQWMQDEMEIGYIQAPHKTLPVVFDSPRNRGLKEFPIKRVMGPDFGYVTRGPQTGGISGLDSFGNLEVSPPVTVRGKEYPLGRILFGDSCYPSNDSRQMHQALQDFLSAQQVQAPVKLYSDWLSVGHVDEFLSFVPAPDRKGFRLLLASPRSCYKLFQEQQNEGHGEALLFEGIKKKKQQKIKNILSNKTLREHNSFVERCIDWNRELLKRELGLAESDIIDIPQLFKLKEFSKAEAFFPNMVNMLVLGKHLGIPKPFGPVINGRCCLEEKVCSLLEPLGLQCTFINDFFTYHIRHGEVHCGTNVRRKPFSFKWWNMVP
# The depositor's hits bear a star; x = not tested or not shown. A portion of the library; rates above refer to the full screens.
SMILES,LYPLA1 inh,PREPL inhibitor,PAFAH1B3 inh,EBNA-1 inhibitor,LYPLA2 inh,GSTO1 counter,PAFAH2 inh,ZTA counter,PAD4 FP inh
O=C(/C=C/c1ccc(Cl)c(Cl)c1)NC1=NCCS1,-5,-17,3,12,-2,-14,9,5,4
CC(C)N1CCC(=NNC(=O)c2ccc(Br)o2)CC1,1,0,-4,-9,-1,2,9,-4,0
Nc1ccc2c(c1)OCCOCCOCCOCCOCCO2,8,16,1,10,6,11,5,9,-14
O=C(NC(=S)N1CCN(C/C=C/c2ccccc2)CC1)c1c(F)cccc1F,4,5,-1,3,14,2,-8,5,4
CCc1nc(C)c(-c2ccccc2)c(=O)[nH]1,6,-6,12,-5,4,2,-8,5,-2
Cc1cccc(OCC(=O)N(Cc2ccco2)C2CCS(=O)(=O)C2)c1C (stereo unspecified),-1,4,7,-11,0,6,-8,-6,-4
COCc1cc(=O)n2[nH]c(-c3ccc(C)cc3)cc2n1,-3,3,5,5,1,3,0,12,-1
CC(CN1CCCC1)OC(=O)COc1ccccc1 (stereo unspecified),2,-1,0,-7,1,-1,6,-6,-1
Cc1ccc(-n2nc3c(c2NC(=O)c2cccs2)CSC3)cc1,-20,-20,-21,13,-37,-11,-29,4,-1
CC(C)(C)NC(=O)Cc1ccc(S(=O)(=O)N2CCCC2)s1,2,10,17,-6,4,5,-38,-7,-2
O=C(Cn1c(NCCCO)nc2ccccc21)c1ccc(Br)cc1,5,19,4,1,7,1,-2,-14,0
COc1ccc2nc(NC(=O)CSc3nc4cccnc4n3C)sc2c1,-1,-2,5,19,-7,6,1,30,0
O=C(NC1CCCCC1)C(c1ccco1)N(C(=O)c1csnn1)c1cccc(Cl)c1 (stereo unspecified),-1,-4,7,-2,-2,-2,13,2,4
CCCn1c(C(CO)Nc2nc(-c3cccc(Br)c3)cs2)nc2ccccc21 (stereo unspecified),-3,3,7,0,-7,0,4,8,-3
O=C(COc1ccccc1)N1CCN(C(=O)c2cccc(F)c2)CC1,-1,-7,-1,-1,2,3,0,-2,-4
Cc1sc2c(c1C)CN(Cc1ccncc1)CN2C(=O)c1ccco1,1,9,13,-12,-1,11,-3,6,-3
CC1(C)Cc2nc3oc4c(SCC(N)=O)ncnc4c3cc2CO1,4,2,x,4,7,-17,x,14,4
CCCNC(=O)CCn1nc(-c2ccc(Cl)cc2)c2ccccc2c1=O,-3,9,7,4,1,4,6,-14,3
C(=N\n1cnnc1)/c1ccc(OCc2ccccc2)cc1,1,20,1,0,9,2,1,-5,0
Cc1ccc(CN2C(=O)c3ccccc3Sc3ccc(C(=O)NCCN4CCOCC4)cc32)cc1,-1,-5,1,-2,-2,3,-1,2,2
CC(NC(=O)/C(=C/c1cccc([N+](=O)[O-])c1)NC(=O)c1ccco1)C(=O)O (stereo unspecified),-2,-6,2,-2,3,-1,4,2,2
CN(C)c1ccc(/C=N/NC(=O)CNC(=O)/C=C/c2ccco2)cc1,6,-6,-4,-2,5,4,-6,-3,-4
COC(=O)c1ccc(C2/C(=C(/O)c3ccc(OC)cc3)C(=O)C(=O)N2Cc2ccco2)cc1 (stereo unspecified),3,19,7,-10,0,-6,-2,-15,-3
O=C(CSc1nnnn1C1CCCC1)Nc1cccc(NC(=O)c2ccco2)c1,-3,-22,3,6,-8,-9,-2,-4,0
Cc1cccc(NC(=O)C2C(C(=O)O)C3C=CC2C32CC2)c1C (stereo unspecified),1,4,5,-5,-5,-5,-4,-3,-6
CCOC(=O)c1cnn(-c2cc(Oc3ccccc3)ncn2)c1N,-1,-8,8,-7,-5,6,2,-8,3
CCCCC(=O)Nc1ccc2c(c1)nc(CCN1CCN(c3ccccn3)CC1)n2C,-1,5,12,4,-4,3,-1,-2,8
Cc1ccc(S(=O)(=O)Cn2nnnc2CN2CCOCC2)cc1,3,8,4,-3,-5,11,-6,2,1
CCOC(=O)c1c(NC(=O)CSc2ncn[nH]2)sc(C(C)=O)c1C,-1,1,12,-8,1,-3,5,9,-6
O=C(NCCSc1c[nH]c2ccccc12)c1ccc2c(c1)OCO2,2,-5,-3,-8,6,-3,9,-10,1
COC(c1ccccc1)c1nnc(CCC(=O)NC2C3CC4CC(C3)CC2C4)o1 (stereo unspecified),5,4,3,-10,12,5,-1,-12,-2
O=C(Nc1ccccc1)OCc1cncs1,-2,3,9,-15,-6,-1,2,-6,-8
CCOC(=O)C1=C(C)OC(N)=C(C#N)C1c1cccc(C)c1 (stereo unspecified),1,-1,6,0,2,-1,6,1,-3
COc1ccccc1/C=N/NC(=O)c1c(-c2ccccc2)noc1C,-8,7,-1,-1,-4,8,-16,5,4
Cc1ccc(-n2nnnc2-c2ccccc2Br)cc1,0,-13,x,-4,0,-6,x,-5,1
CC(=O)Oc1cccc(N2C(=O)c3ccc(C(=O)Nc4c[nH]c(=O)[nH]c4=O)cc3C2=O)c1,1,-4,3,-6,7,1,-3,0,-1
O=c1c2cc(Br)ccc2[nH]c(=S)n1Cc1ccccn1,-1,18,-2,-6,6,-4,6,-21,-2
CN(CC(=O)Nc1c(Cl)cccc1Cl)C(=O)CCNS(=O)(=O)c1ccccc1C(F)(F)F,0,-6,0,-8,5,6,8,-9,3
O=C(OCCO)c1cc(Cl)c(C(=O)OCCO)cc1Cl,-3,-1,10,8,-4,-3,0,9,-4
CCCSc1nc(NCc2ccco2)c2c3c(sc2n1)COC(C)(CC)C3 (stereo unspecified),-3,0,3,10,-5,-6,-3,9,-6
Cc1cc(=O)oc(C)c1C(=O)Nc1ccc2ncccc2c1,0,4,3,2,8,10,-3,16,-5
N/C(=N\OC(=O)CCC1CCCC1)c1ccncc1,-3,-1,6,2,0,2,2,1,0
O=C(NCCC1=CCCCC1)C(=O)NCC(c1ccco1)N1CCN(c2ccc(F)cc2)CC1 (stereo unspecified),2,-46,5,6,5,-5,2,0,-4
Cc1nn(C(=O)c2cc([N+](=O)[O-])ccc2Cl)c(C)c1Br,-1,18,7,-17,-11,-1,2,-10,-4
O=C(COC(=O)/C=C/c1ccc(S(=O)(=O)N2CCc3ccccc32)cc1)NC1CCS(=O)(=O)C1 (stereo unspecified),-3,8,8,7,10,-9,18,-7,0
CC1(C)CC(=O)c2sc(NS(=O)(=O)c3ccccc3)nc2C1,0,0,9,-7,4,-8,17,-1,-2
COc1ccc(NC(=O)CS(=O)c2ccc(Cl)c(Cl)c2)cc1 (stereo unspecified),0,-3,1,-6,-3,8,-1,-10,1
O=C(CSc1nn(-c2ccc(F)cc2)c(=S)s1)N1CCN(C(=O)c2ccco2)CC1,5,14,3,4,7,-8,-2,-4,-4
Cc1cccc(OCC(O)CN2CCNCC2)c1 (stereo unspecified),-4,3,10,-9,4,9,1,-7,-2
CCOC(=O)C1=C(C)NC(C)=C(C(=O)OCC)C1c1ccccn1,1,1,9,0,-4,5,3,-10,0
CCOC(=O)Cn1nc(-c2ccccc2)ccc1=O,5,2,4,1,1,-6,-10,13,-2
CNS(=O)(=O)c1cccc(C(=O)OCC(=O)Nc2ccc(Cl)cn2)c1,0,-3,6,2,6,-2,21,12,-5
CC(=O)Nc1cccc(/C(C)=N/NC(=O)c2ccc(O)cc2)c1,-1,-5,7,1,0,3,1,3,-3
O=C(CCOc1ccccc1)Nc1nnc(-c2ccc3c(c2)OCCO3)o1,-1,-3,9,4,10,18,1,7,-1
CC1CCCN(C(=O)Cc2cn(Cc3cccc(Cl)c3)c3ccccc23)C1 (stereo unspecified),1,12,-6,-4,1,-5,-10,-7,1
CC1CCCC(NC(=O)COC(=O)COc2ccccc2Cl)C1C (stereo unspecified),-3,-3,1,1,-3,0,4,8,3
FC(F)(F)Sc1ccc(NC(=S)NCc2ccccc2)cc1,-19,-8,-7,5,-31,-19,-4,2,1
O=C(NCCS(=O)(=O)N1CCN(c2ccccc2F)CC1)c1ccco1,0,-9,2,-3,2,3,-10,7,4
O=C(NCc1ccccc1)C1(c2cccc(F)c2)CCCC1,-5,3,7,-10,-6,6,10,-8,-2
CN1CCN(/N=C/c2ccc(OCc3ccccc3)cc2)CC1,1,7,6,-1,2,8,-16,-1,-1

# Profiles, looked up by structure. Order of values: LYPLA1 inh | PREPL inhibitor | PAFAH1B3 inh | EBNA-1 inhibitor | LYPLA2 inh | GSTO1 counter | PAFAH2 inh | ZTA counter | PAD4 FP inh
# Results for `O=C(NCCS(=O)(=O)N1CCN(c2ccccc2F)CC1)c1ccco1` : 0 | -9 | 2 | -3 | 2 | 3 | -10 | 7 | 4
# Results for `CN1CCN(/N=C/c2ccc(OCc3ccccc3)cc2)CC1` : 1 | 7 | 6 | -1 | 2 | 8 | -16 | -1 | -1

# (next part)
SMILES,LYPLA1 inh,PREPL inhibitor,PAFAH1B3 inh,EBNA-1 inhibitor,LYPLA2 inh,GSTO1 counter,PAFAH2 inh,ZTA counter,PAD4 FP inh
Cc1ccc(S(=O)(=O)N(C(=O)c2ccncc2)c2ccc(OC(=O)c3ccncc3)cc2)c(C)c1,-2,-3,2,7,-7,3,-4,10,0
CC(CN1CCN(C)CC1)OC(=O)c1cccc(Cl)c1 (stereo unspecified),-2,2,2,4,3,5,2,7,-5
CC1CC(C)CN(C(=O)c2cccc(S(=O)(=O)Nc3cc(C(F)(F)F)ccc3Cl)c2)C1 (stereo unspecified),-1,7,6,30*,-1,-2,11,10,0
COc1ccc2c(c1)C1=NN(/C(C)=C/C(C)=O)C(c3cccc(F)c3)C1CC2 (stereo unspecified),-6,2,-2,10,-8,-3,0,0,-8
COC(=O)C1Cc2ccccc2CN1S(=O)(=O)c1ccc(F)cc1 (stereo unspecified),2,3,2,7,5,1,5,13,-2
CCOC(=O)C1(CCOc2ccccc2)CCN(Cc2cccc3c2OCO3)CC1,-1,-59,2,-12,-2,3,3,7,-3
COc1ccc(N(CC(=O)NCCSc2ccccn2)S(=O)(=O)c2ccccc2)c(OC)c1,0,-6,2,-18,-1,11,-3,-2,5
Cc1ccc(/C=N/NC(=O)Cc2cccn2C)s1,-2,-9,5,-4,-4,2,14,8,-4
CCOC(=O)C1=C(C)OC(N)=C(C#N)C1c1cc2cc(C)ccc2nc1N1CCCCC1 (stereo unspecified),-1,13,4,-1,4,14,3,4,-7
Cc1cccc(/N=C/c2c(O)[nH]c3ccccc23)n1,9,11,5,-6,-1,-27,7,-1,-4
CCOc1cc(NC(=S)NCCOC)c(OCC)cc1NC(=O)c1cccs1,7,9,x,2,2,3,x,-2,2
CC(=O)c1c(O)cc(C(C)C)n(-c2ccccc2)c1=O,-6,2,0,7,-2,3,-10,14,1
CCn1c(SCC(=O)OC(C)C)nnc1-c1ccccc1OC,-1,7,5,-1,4,25,1,0,1
Cc1nn(C)c(C(=O)NNC(=S)Nc2ccc(F)cc2)c1[N+](=O)[O-],-2,16,11,2,6,2,-1,7,1
COCCn1c(SCC(=O)NC(=O)NC2CCCCC2)nc2ccccc2c1=O,x,6,8,x,x,x,-3,x,1
CCCS(=O)(=O)c1c(S(=O)(=O)CCC)c2cnccn2c1C(=O)c1ccc(CC)cc1,3,-1,1,4,1,6,3,13,2
CCN(CC)CCC/C(=N\O)C(O)(c1ccccc1)c1ccccc1,0,20,7,-2,0,-4,10,10,-3
COC(=O)Cn1ncn2cccc2c1=O,1,-6,10,-2,3,-2,4,6,1
COc1cccc(NC(=O)Nc2ccc3c(c2)CCC3)c1,-5,30,10,7,-7,1,11,3,2
O=C(CNc1ccccc1)N/N=C/c1cn(-c2ccccc2)nc1-c1ccccc1,-7,-40,6,3,5,1,-1,8,-2

# A different layout for part of the listing above.
smiles	LYPLA1 inh	PREPL inhibitor	PAFAH1B3 inh	EBNA-1 inhibitor	LYPLA2 inh	GSTO1 counter	PAFAH2 inh	ZTA counter	PAD4 FP inh
COC(=O)Cn1ncn2cccc2c1=O	1	-6	10	-2	3	-2	4	6	1
COc1cccc(NC(=O)Nc2ccc3c(c2)CCC3)c1	-5	30	10	7	-7	1	11	3	2
O=C(CNc1ccccc1)N/N=C/c1cn(-c2ccccc2)nc1-c1ccccc1	-7	-40	6	3	5	1	-1	8	-2

# Bioassay records (PubChem)
